Assay outcomes from PubChem BioAssay.
IDE cell activ: IDE (human) activation, cell-based; HEK cells, FAbeta-B cleavage, fluorescence polarization; 0% vehicle, 100% cell-free pure enzyme wells; activation, % at 5.96 µM; hit rate 0.073% among 340,000;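 active = activation above the mean of all tested compounds plus 3 SD, set per screening campaign, cut at about 17% in these data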
p-CIP stab down: lowers stability of the mouse p/CIP coactivator protein | Q05BA5 | F442A p/CIP-EGFP cells, EGFP fluorescence, 16 h | decrease of EGFP signal, % at 10 µM | hit rate 0.01% among 290,000 | AID 1984;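 active = EGFP signal decrease of at least 30% at 10 µM or well 3 SD below plate mean, unless failing retest; inactive = the rest, including hits failing retest or dose response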; note: some compounds called inactive have numbers as strong as hits; many of its hits are not listed in these tables
MEKK2 WT-MEK5: raises or lowers MEK5 binding to wildtype human MEKK2 PB1 domain. bead flow cytometry, Alexa488-MEK5 binding to MEKK2 WT; actives lie on both sides. binding response (% of control), % at 10 µM. hit rate 1.1% among 290,000. AID 1531; in the data active = binding response below about 67% or above about 130%
MEKK3 PB1 HTS: modulators (inhibitors or enhancers) of MEK5 binding to human MEKK3 PB1 domain; Q99759; bead-based flow cytometry, Alexa488-MEK5 binding to MEKK3; actives lie on both sides; 0 = blocked by unlabeled MEK5, 100 = vehicle; binding response (% of control), % at 10 µM; hit rate 1.4% among 290,000;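 active = binding response more than 3 SD above or below the average of its plate-row segment, actives on both sides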;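 note: Alexa488 bead fluorescence after subtracting the streptavidin-only scavenger bead signal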
Target sequence (Q99759 whole entry, looked up, the tested form may be a part): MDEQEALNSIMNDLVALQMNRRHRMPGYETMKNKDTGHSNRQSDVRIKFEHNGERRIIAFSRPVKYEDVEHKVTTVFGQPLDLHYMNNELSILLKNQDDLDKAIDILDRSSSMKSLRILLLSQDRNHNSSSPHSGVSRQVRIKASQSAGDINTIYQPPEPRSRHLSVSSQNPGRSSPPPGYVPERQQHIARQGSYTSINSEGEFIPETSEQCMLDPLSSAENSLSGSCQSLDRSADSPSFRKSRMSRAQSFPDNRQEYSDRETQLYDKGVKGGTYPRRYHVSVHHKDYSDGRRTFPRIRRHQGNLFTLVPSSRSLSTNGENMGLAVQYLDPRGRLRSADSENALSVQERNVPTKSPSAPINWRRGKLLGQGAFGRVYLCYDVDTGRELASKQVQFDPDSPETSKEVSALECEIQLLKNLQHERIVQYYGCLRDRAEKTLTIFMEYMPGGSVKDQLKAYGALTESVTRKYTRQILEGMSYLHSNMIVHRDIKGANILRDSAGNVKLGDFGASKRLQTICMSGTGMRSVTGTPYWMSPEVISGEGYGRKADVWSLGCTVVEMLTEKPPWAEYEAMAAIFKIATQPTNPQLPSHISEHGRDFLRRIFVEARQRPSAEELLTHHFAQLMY
MEKK2mut PB1 HTS: signal of MEK5 binding to mutant human MEKK2 PB1 domain | percent response, % at 10 µM | hit rate 0.35% among 290,000 | bead flow cytometry, Alexa488-MEK5 binding to MEKK2 mutant; in the data active = percent response above about 24%, passing the limit was not always enough; note: inactives centre near 1; some results filed as inactive read as strong as hits; reference of the scale not given here
SUMO HTRF inh: blocks human SUMOylation mediated by UBC9; P63279; HTRF SUMOylation assay, SAE1/SAE2 + UBC9, in vitro; inhibition, % at 35 µM; hit rate 0.36% among 290,000; in the data active = inhibition above about 50%, passing the limit was not always enough; note: strong numbers were not always called active
Target sequence (P63279 whole entry, looked up): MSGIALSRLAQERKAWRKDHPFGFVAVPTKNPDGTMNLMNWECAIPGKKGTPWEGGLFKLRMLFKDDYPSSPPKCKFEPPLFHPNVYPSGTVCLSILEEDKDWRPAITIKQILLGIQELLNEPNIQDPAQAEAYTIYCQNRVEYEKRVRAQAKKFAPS
IDE inh: cellular human IDE inhibition | hit rate 0.41% among 320,000 | P14735 | inhibition, % at 5.59 µM | HEK cells, FAbetaB cleavage, fluorescence polarization;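 active = percent inhibition above the average of all tested compounds plus 3 SD, set per screening campaign, cut at about 16% in these data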;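 note: IDE supplied by intact live HEK cells; FP after avidin binding of uncleaved biotin substrate so inhibition keeps polarization high; 0% = DMSO wells and 100% = 60 µM reference IDE inhibitor Ii1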
PfM18AAP inh: blocks P. falciparum M18 aspartyl aminopeptidase; hit rate 1.2% among 290,000; AID 1822; inhibition, % at 7.35 µM; recombinant PfM18AAP, H-Glu-NHMec fluorogenic cleavage;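 active = inhibition above the campaign mean inhibition over all tested compounds plus 3 SD, cut at about 28% in these data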;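 note: 0% = plate median of test compound wells and 100% = 2 mM ZnCl2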
NALP1 inh: NALP1 inhibition | S. cerevisiae NALP1/ASC/caspase-1 growth, X-gal OD620, 72 h | inhibition, % at 10 µM | hit rate 0.61% among 280,000 | AID 2071; in the data active = inhibition mostly above about 24%, no sharp cut-off; inactive = mostly below about 32%; note: some compounds called inactive have numbers as strong as hits
* marks the source's active call; other numbers are inactive results; nt = not tested or not shown; & = joins results of further samples; [ ] = remark or other dose. Not all compounds are listed, so the mix of outcomes need not match the whole.

MEKK2 WT-MEK5	MEKK3 PB1 HTS	MEKK2mut PB1 HTS	IDE cell activ	IDE inh	NALP1 inh	p-CIP stab down	SUMO HTRF inh	PfM18AAP inh	Compound
98	100	0	-2	-8	-1	-14	-1	4	CC(=O)Nc1ccc(NC(=O)CN(c2cccc([N+](=O)[O-])c2)S(C)(=O)=O)cc1
113	107	14	5	3	12	-14	3	4	NC(=O)c1ccc(CN2CCc3ccccc3C2)cc1
103	107	9	nt	1	nt	-10	6	25	c1ccc(C2=Nc3ccccc3SC2c2nc3ccccc3[nH]2)cc1 (stereo not given)
101	103	5	-2	8	-9	-3	13	-6	COc1ccc(N/C=C/C(=O)C(C)(C)C)cc1
93	97	-6	2	10	-18	1	-5	-12	O=C(Nc1nc2c(s1)CCCC2)C1CCCN1C(=O)c1cccs1 (stereo not given)
109	110	8	5	-3	22	5	16	0	CCCCCN(C(=O)NC(=O)NCCCC)S(C)(=O)=O
109	107	4	6	2	25	-3	12	-15	CC(C)[C@H](NC(=O)OC(C)(C)C)C(=O)N1CCC(C(=O)N[C@@H](C)C(=O)Nc2ccc(F)cc2)CC1
107	105	10	4	3	-12	-13	3	-2	CCOC(=O)C1CCCN(CC(=O)NC2=Nc3ccccc3N=C(C)C2c2ccccc2)C1 (stereo not given)
87	97	-10	1	1	13	-10	1	-8	COCCN(C(=S)Nc1ccc(C)cc1C)C(C)c1cccs1 (stereo not given)
109	106	5	-3	-2	-1	-6	-6	2	O=C1c2ccccc2NC(c2ccc3c(c2)OCO3)N1O (stereo not given)
93	97	-3	4	-3	33	-8	9	-7	CCOc1ccc(/C=N/NC(=O)C(C)N(c2ccc(OC)cc2)S(C)(=O)=O)cc1OCC (stereo not given)
107	132*	0	2	-1	0	-4	11	-12	O=c1[nH]ncc(NCc2ccc(Cl)cc2)c1Cl
104	110	-3	1	5	14	3	-2	-1	CCOC(=O)[C@@H]1[C@H]2COc3ccccc3[C@@H]2N2C(=O)N(c3ccccc3)C(=O)[C@]12C
103	101	3	4	-1	-3	3	16	10	CC(=O)c1cnc(Nc2ccccc2)s1
101	104	-3	2	-1	-6	-9	-15	-5	O=C(CNC(=S)N(Cc1ccccc1)Cc1ccccc1F)NCCc1ccccc1
86	86	-13	-1	3	3	6	18	4	Cc1ccc(NC(=O)CN2C(=O)S/C(=C\c3cc(C)n(-c4cccc(C(=O)O)c4)c3C)C2=O)cc1
99	94	3	4	-3	24	-5	-29	-1	CC(=O)c1ccc(NC(=O)COC(=O)c2ccccc2N=Nc2ccc(N(C)C)cc2)cc1
98	93	-5	-13	4	nt	2	-2	3	Cc1c(C(=O)N2CCN(C(=O)c3ccco3)CC2)sc2nc(-c3ccc(F)cc3)cn12
99	105	2	3	-1	36	-7	-12	-2	Cn1c(N)c(C(=O)COC(=O)C2CCC(C(C)(C)C)CC2)c(=O)n(C)c1=O (stereo not given)
99	99	6	1	8	3	9	-8	-9	Cc1nnc(SCC(=O)NCc2ccccc2)s1
96	96	-3	-5	-1	nt	-2	3	-5	CCOc1ccc(-c2cc(N)n(S(=O)(=O)c3cccc4nsnc34)n2)cc1
98	103	-3	5	2	-12	4	2	-7	Cc1ccccc1NC(=O)c1cccc(S(=O)(=O)N2CCOCC2)c1
94	91	-7	nt	nt	7	-2	2	-1	O=S(=O)(c1ccc(S(=O)(=O)N2CCN(Cc3ccccc3)CC2)cc1)N1CCOCC1
97	98	-5	6	-3	14	-21	6	2	Cc1ccc2c(c1)nnn2C1CCN(S(=O)(=O)c2ccc(C(=O)N(C)C3CCCCC3)cc2)CC1
94	99	-8	0	-1	12	2	-26	2	CC1=CC(C)(C)N2C(=O)C3(SCC(=O)N3c3ccc(O)cc3)c3cc(C)cc1c32 (stereo not given)
95	96	-4	6	-2	15	-11	-15	0	O=C(NC1CCCC1)c1cc2ccccc2o1
100	99	-1	6	3	5	3	21	-1	COCc1cc(C)nc(SCC(=O)Nc2cc3c(cc2C#N)OCO3)c1C#N
103	101	-4	6	-2	-9	-7	8	21	CC(C)(C)OC(=O)NNC(=S)NC1CCCCC1
99	99	-4	1	2	2	3	0	2	COc1ccc(-n2nc(C(=O)NCC(=O)NCCCN3CCOCC3)c3ccccc3c2=O)cc1Cl
99	97	9	2	5	12	-6	7	2	CCOc1ccc(-c2nnc(Nc3ccc(OC)c(C(=O)N4CCCCC4)c3)c3ccccc23)cc1
63	64	-12	-6	nt	19	10	6	31*	CN=c1scc(-c2ccccc2F)n1/N=C/c1ccc(O)c(O)c1O
nt	nt	nt	6	-8	45	4	-5	3	O=C(Nc1nc(-c2ccncc2)cs1)c1ccc(S(=O)(=O)N2CCOCC2)cc1
128	111	9	2	-2	7	-3	27	-5	Cc1ccc(C(=O)N(C)c2ccc(OCC(=O)N3c4ccc(C)cc4C4CN(C)CCC43)cc2)cc1 (stereo not given)
106	105	8	-3	6	12	-3	14	2	COc1ccc(NC(=O)NC(c2ccccc2)c2ccccc2)c(OC)c1
105	99	1	2	5	0	-21	8	-2	COc1ccc(N2CC(C(=O)N3CCN(C)CC3)CC2=O)cc1 (stereo not given)
101	100	5	nt	2	5	0	9	1	CC(=O)Nc1ccc(S(=O)(=O)NCCOc2ccc(Cl)cc2C)cc1
107	102	7	2	1	19	12	18	-6	O=C(COC(=O)c1ccc(S(=O)(=O)N2CCCC2)cc1)NCc1ccccc1
95	99	7	0	-1	31	-2	34	-7	Cc1ccc(C(=O)NC2c3ccccc3-c3ccccc32)cc1
100	100	1	8	-2	nt	5	18	-9	CCN(CC)S(=O)(=O)c1ccc(N2CCCC2)c(NC(=O)C2CCCCC2)c1
99	100	-2	0	0	-2	-2	31	-11	COc1cc(/C=C2/C(=N)N3N=C(C)SC3=NC2=O)ccc1OS(=O)(=O)c1ccc(C)cc1
99	99	2	-2	0	8	18	7	5	C=CCn1c(CNS(=O)(=O)c2ccc(F)cc2)n[nH]c1=S
96	97	-7	4	-1	0	1	13	4	Cn1c(Cl)c(C(=O)Nc2ccccc2)c2ccccc21
104	104	-8	9	-2	-3	14	-14	-11	Cc1c(Cl)cccc1NC(=S)N1CCCN(Cc2ccc(F)cc2)C1
90	93	-5	2	2	17	1	9	14	O=[N+]([O-])c1ccc(C(=S)N2CCN(c3ccc(F)cc3)CC2)cc1
102	105	0	-1	6	-3	3	-6	6	O=Nc1onc(-c2ccc([N+](=O)[O-])cc2)c1NO
104	104	3	3	10	11	2	11	-2	CCOC(=O)C(NC(C)=O)C(OC(C)=O)c1cccc(N(CCO)CCO)c1 (stereo not given)
98	102	-1	2	0	nt	-1	4	4	COc1ccc2ccccc2c1CNC(=O)CC1C(=O)NCCN1CC(C)(C)C (stereo not given)
95	99	-3	3	0	14	0	-3	-6	Cc1ccc(-c2nc(CS(=O)CC(=O)NC3CC3)c(C)o2)cc1 (stereo not given)
110	103	2	6	2	34	-3	-2	3	CCCCOc1ccc(C(O)(CCC)CCN2CCOCC2)cc1 (stereo not given)
96	92	-5	6	-1	4	4	-3	-9	NC(=O)CN1CCN(c2ccccc2F)CC1

Next part.
MEKK2 WT-MEK5	MEKK3 PB1 HTS	MEKK2mut PB1 HTS	IDE cell activ	IDE inh	NALP1 inh	p-CIP stab down	SUMO HTRF inh	PfM18AAP inh	Compound
92	96	-6	5	-4	4	9	15	12	COc1ccc(-c2cc(C(=O)Nc3ccc(S(=O)(=O)Nc4onc(C)c4C)cc3)c3ccccc3n2)cc1OC
90	87	-9	3	5	3	-4	9	-23	CCOc1ccc(C(=S)N2CCOCC2)cc1OCC
103	102	-3	4	-2	12	11	-6	-1	COc1ccc(C2(c3ccc(OC)cc3)NC(=O)N(CC(=O)Nc3ccc(C(=O)N(C)C)cc3)C2=O)cc1
97	93	-1	2	0	-8	6	11	4	O=C(CN1CCOCC1)N(c1ccccc1)c1ccc2ccccc2c1
105	105	3	2	10	-10	-1	-12	3	O=C(COc1ccc(Cl)cc1)NCc1nnc(SCC(=O)Nc2ccccc2)o1
101	100	-1	2	nt	-4	0	-7	-1	Cc1ccc(S(=O)(=O)NC(=O)Nc2ccc(C)cc2C)cc1
63*[inhibitor]	79*[inhibitor]	0	0	-3	-12	-6	16	-5	Cc1cccc(CC(=O)NCCn2c(C)cc3ccccc32)c1
121	121	19	-2	-2	4	3	-16	-11	Cn1c2c(c(=O)n(C)c1=O)CN(Cc1ccc3c(c1)OCO3)CN2
94	92	-10	0	5	19	-6	-5	-3	CCOc1ccc(Oc2cc(N)cc([N+](=O)[O-])c2)cc1
98	95	-1	nt	nt	39	-1	-6	-26	O=C(CN1CCSCC1)N1CCc2[nH]c3ccc(Br)cc3c2C1
114&108	111&108	4&5	nt	0	0	0	2	6	CCN(CC)C(=O)[C@]1(c2ccccc2)C[C@@H]1CN
101	100	3	7	0	13	6	21	5	Cc1cc(OCC(=O)NCC(O)c2ccccc2)c2c(C)cc(=O)oc2c1 (stereo not given)
97	101	1	nt	-2	-4	-1	0	30*	CCNC(=S)/N=C(/Nc1ccccc1)Nc1nc(C)cc(C)n1
102	98	-3	6	-5	5	5	-14	0	CC(=O)Nc1ccc(S(=O)(=O)Nc2ccc(S(=O)(=O)Nc3ncccn3)cc2)cc1
99	98	0	-2	1	-6	-9	17	-4	O=c1c2c(nc3nc(SCc4ccccc4)[nH]n13)CCC2

Structural class, those above containing a thiophene ring, fused or not
MEKK2 WT-MEK5	MEKK3 PB1 HTS	MEKK2mut PB1 HTS	IDE cell activ	IDE inh	NALP1 inh	p-CIP stab down	SUMO HTRF inh	PfM18AAP inh	Compound
93	97	-6	2	10	-18	1	-5	-12	O=C(Nc1nc2c(s1)CCCC2)C1CCCN1C(=O)c1cccs1 (stereo not given)
87	97	-10	1	1	13	-10	1	-8	COCCN(C(=S)Nc1ccc(C)cc1C)C(C)c1cccs1 (stereo not given)
